Assay outcomes as filed in PubChem BioAssay.
KB-3-1 cytotox = qHTS assay for MDR1-selective chemotherapeutics: Primary screen using the parental adenocarcinoma cell KB-3-1; KB-3-1 viability, CellTiter-Glo ATP luminescence, 72 h; Potency, µM (top dose mostly 46.1 µM), for inactives: top-dose activity change, negative = cytotoxic, hits mostly cytotoxic; 400,000 tested, 1.4% active; note: % is set by controls: 0 for no effect and ±100 for the full control effect; nearly all actives have a fitted effect of over 60% in size
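Luminescent ATP read-out (CellTiter-Glo) measures survival of drug-naive KB-3-1 cells after 72 h compound exposure at 37 °C. Titration series was screened from lowest to highest concentration, with DMSO vehicle plates as background controls.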
HT1080-NT tox = qHTS for induction of synthetic lethality in tumor cells producing 2HG: qHTS for the HT-1080-NT fibrosarcoma cell line; HT-1080-NT fibrosarcoma viability, CellTiter-Glo ATP luminescence, 48 h; Potency, µM (titrated, usually from 46.1 µM), for the others: at the highest dose activity, negative = less viability, actives largely listed as cytotoxic; AID 686970, 2013; 360,000 tested, 1.6% active;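 note: NT is the 2HG producing partner of a matched IDH1 knockdown line; 0% = DMSO-treated cells and -100% = media-only wells without cells; nearly all actives have a fitted effect of over 55% in size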
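Viability by CellTiter-Glo luminescence after 48 h compound exposure at 37C of HT-1080-NT cells (750/well, RPMI, 5% FBS). % activity scaled between DMSO wells and medium-only wells, then curve-fitted and categorized by curve class.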
HEK293 tox = qHTS of GLP-1 Receptor Inverse Agonists: Cytotox Screen; HEK293 cAMP-luciferase reporter cells, luminescence, 24 h; 410,000 tested, 0.13% active; Potency, µM (titrated, usually from 38.3 µM), for inactives: at the highest dose activity change, negative = inhibition, most hits filed as inhibitors;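 note: loss of luciferase light is scored as toxicity; % is set by controls: 0 for no effect and ±100 for the full control effect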
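Quantitative HTS format, 1536 wells, 200 cells/uL seeded. Compounds: 23 nL, 24 h, 37 °C. Detection: luciferase reagent, luminescence at 12 min RT; decreased signal taken as cytotoxic.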
GLP-1R inv ag = qHTS of GLP-1 Receptor Inverse Agonists (Inhibition Mode); Glucagon-like peptide 1 receptor (Homo sapiens), P43220; HEK293 GLP-1R CRE-luciferase, luminescence, 24 h; GLP-1R form is constitutively active; Potency, µM (titrated, usually from 38.3 µM), for the others: at the highest dose activity change, negative = inhibition, hits mostly inhibitors; 410,000 tested, 1.6% active; note: % is set by controls: 0 for no effect and ±100 for the full control effect; nearly all actives have a fitted effect of over 55% in size
Target sequence (P43220 whole entry, looked up): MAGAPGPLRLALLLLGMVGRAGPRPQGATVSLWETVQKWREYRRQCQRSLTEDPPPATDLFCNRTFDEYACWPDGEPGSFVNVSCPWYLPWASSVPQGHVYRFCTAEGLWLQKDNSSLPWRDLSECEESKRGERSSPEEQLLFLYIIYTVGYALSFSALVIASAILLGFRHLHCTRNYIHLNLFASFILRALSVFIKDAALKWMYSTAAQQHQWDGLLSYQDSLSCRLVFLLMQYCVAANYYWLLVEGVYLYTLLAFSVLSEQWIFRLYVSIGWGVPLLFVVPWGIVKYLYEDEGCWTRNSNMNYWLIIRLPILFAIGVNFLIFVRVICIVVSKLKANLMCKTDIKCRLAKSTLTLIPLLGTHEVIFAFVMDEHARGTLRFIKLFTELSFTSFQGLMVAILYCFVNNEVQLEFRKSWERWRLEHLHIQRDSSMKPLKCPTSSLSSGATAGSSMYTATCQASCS
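Stable HEK293 clone (constitutively active GLP-1R + cAMP-response luciferase); 200 cells/uL plated, 12 h pre-culture, compound 24 hr, 37 deg C/5% CO2; detection reagent 12 min RT; luminescence.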
GLP-1R agonist = qHTS of GLP-1 Receptor Agonists; HEK293 GLP-1R CRE-luciferase, luminescence, 4-6 h; cells express a hypersensitive GLP-1R form; 380,000 tested, 0.007% active; AID 624172, 2012; Glucagon-like peptide 1 receptor (Homo sapiens), P43220; Potency, µM (top dose mostly 45.6 µM), for the others: top-dose activation, most hits filed as activators; note: % of control where 0% means no effect
HT1080 IDH1KD tx = qHTS for induction of synthetic lethality in tumor cells producing 2HG: qHTS for the HT-1080-IDH1KD cell line. HT-1080 IDH1 knockdown viability, ATP luminescence, 48 h. Potency, µM (highest dose often 46.1 µM), for inactives: at the highest dose activity, negative = toxicity, usual class: cytotoxic. 360,000 tested, 2% active. AID 686971, 2013;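 note: 0% = DMSO wells and -100% = cell-free medium wells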
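Cytotoxicity counter-line: IDH1KD HT-1080, 48 h, CellTiter-Glo. Curves classed by r2, magnitude and activity.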
KB-V1 MDR tox = qHTS assay for MDR1-selective chemotherapeutics: Primary screen using the drug-selected MDR subline cells KB-V1 | KB-V1 MDR cells viability, CellTiter-Glo, 72 h | Potency, µM (doses to about 46.1 µM), for the others: at the highest dose activity change, negative = cytotoxicity, most hits filed as cytotoxic | 400,000 tested, 3.4% active | AID 1347076, 2019; note: % is set by controls: 0 for no effect and ±100 for the full control effect; nearly all actives have a fitted effect of over 60% in size
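Drug-selected KB-V1 cells, grown in DMEM lacking phenol red with 10% FBS, receive compound titrations; after three days at 37 degrees C, surviving cell ATP is quantified by CellTiter-Glo luminescence and responses normalized and curve-fitted.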
SW480 rereplic = A quantitative high throughput screen for small molecules that induce DNA re-replication in SW480 colon adenocarcinoma cells. SW480 DNA re-replication, Hoechst DNA content imaging, 48 h. Potency, µM (top dose mostly 46.1 µM), for inactives: top-dose re-replication activation, actives largely listed as activators. 340,000 tested, 1.8% active. AID 624297, 2012; note: % of control where 0% means no effect; nearly all actives have a fitted effect of over 55% in size
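250 cells/well; 23 nL cpd via pin tool; 48 hr, 37 C, 5% CO2; Hoechst 40 min; imager read of total nuclear intensity, ex 405/em 500-530 nm.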
TDP-43 yeast inh = qHTS of TDP-43 Inhibitors; 410,000 tested, 1.8% active; Potency, µM (highest dose often 46.1 µM), without a hit: at the highest dose growth rescue (activation), most hits filed as activators; AID 652104, 2013; TDP-43 expressing yeast growth rescue, BacTiter-Glo, 24 h; note: % of control where 0% means no effect; nearly all actives have a fitted effect of over 50% in size
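Readout is BacTiter-Glo luminescence of cell growth, so inhibitors register as activators. TDP-43-expressing yeast at OD600=0.02 in galactose medium, after raffinose pregrowth to mid-log, were incubated with compound for 24 hr at 30 deg C.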
* hit, by the source's call; ? = inconclusive; / = not tested or not shown; [ ] = another dose, or the depositor's remark. Calls come from the whole dose curve; as a rule, active = well fitted curve in the direction sought with a large enough effect; inconclusive = small, poorly fitted or top-dose-only effect, or another doubt; inactive = no such curve, though single readings can be large; an effect the other way counts as inactive or inconclusive. Potency is the fitted concentration of half-maximal effect.

SMILES	KB-3-1 cytotox	HT1080-NT tox	HEK293 tox	GLP-1R inv ag	GLP-1R agonist	HT1080 IDH1KD tx	KB-V1 MDR tox	SW480 rereplic	TDP-43 yeast inh
O=C1C=CN2CCOCC2C1 (stereo not given)	0%	-2%	8%	12%	12%	12%	30%	-5%	4%
COc1ccc(-c2noc(CCC(=O)NCc3ccco3)n2)cc1	0%	11%	2%	4%	8%	1%	2%	-13%	15%
C#CCO[C@@H]1C[C@H](n2cnc3c(=O)[nH]c(NC(=O)C(C)C)nc32)O[C@@H]1CO	29%	23%	9%	6%	-4%	11%	?	-6%	5%
COc1ccccc1NC1=C(Cl)C(=O)N(C2CCCCC2)C1=O	9%	9%	-11%	?	-32%	8%	-15%	?	?
COc1ccccc1NS(=O)(=O)c1cccc(NC(=O)c2nn(C)c(=O)c3ccccc23)c1	?	-20%	0%	-10%	13%	-6%	-1%	1%	10%
Cc1ccc(C2=NOC(c3nnc(-c4ccccc4)o3)C2)cc1 (stereo not given)	12%	22%	16%	25%	5%	22%	0%	-8%	-8%
Cc1ccc(Sc2c(C)nn(C(=O)CNS(=O)(=O)c3ccc(F)cc3)c2C)cc1	-5%	7%	-19%	?	-5%	5%	-20%	17%	2%
CCCCC(=O)Nc1nnc(-c2ccco2)o1	5%	17%	7%	8%	1%	18%	4%	-10%	-5%[9.22 µM]
CCNc1ccc2noc3c2c1C(=O)c1ccccc1-3	-20%	?	?	-27%	15%	?	-20%	6%	?
Cc1ccc(C(OCC(C)(C)C[N+](C)(C)C)c2ccccc2)cc1 (stereo not given)	-3%	2%	-6%	?	4%	1%	-1%	-5%	-23%
COc1ccc(-c2cc(C(=O)NNC(=O)c3csc(N4CCOCC4)n3)c3ccccc3n2)cc1	26%	-7%	-6%	12%	-6%	-7%	?	14%	?
O=S(=O)(c1ccc(Cl)s1)N1CCC2(CC1)OCCO2	-1%	1%	7%	13%	-1%	13%	-6%	0%	19%
COCc1cc(/C=N\NC(=O)c2ccc(Cl)cc2)ccc1OC	2%	16%	6%	6%	0%	12%	-2%	-3%	6%
CC(=O)c1cccc(NC(=S)NCc2ccco2)c1	7%	11%	-30%	-17%	-5%	19%	-12%	-3%	-1%
CCN(c1ccc(NC(=O)COC(=O)c2cccs2)cc1)C(C)C	0%	4%	21%	2%	10%	1%	13%	17%[9.22 µM]	1%

A few values from above.
`CCCCC(=O)Nc1nnc(-c2ccco2)o1` @ HT1080 IDH1KD tx: 18%
`Cc1ccc(C2=NOC(c3nnc(-c4ccccc4)o3)C2)cc1` (stereo not given) @ HEK293 tox: 16%

Additional structures.
SMILES	KB-3-1 cytotox	HT1080-NT tox	HEK293 tox	GLP-1R inv ag	GLP-1R agonist	HT1080 IDH1KD tx	KB-V1 MDR tox	SW480 rereplic	TDP-43 yeast inh
COc1ccc(OCCSc2nc(N)cc(=O)[nH]2)cc1	-8%	-1%	8%	2%	14%	-11%	-13%	-82%[inhibitor]	-7%
CCc1ccc(-c2nc(CSCC(=O)NCc3ccccc3OC)c(C)o2)cc1	?	/	1%	-16%	/	/	-16%	/	0%
CCOC(=O)N(C)OC(=O)Nc1ccc(Cl)c(Cl)c1	8%	3%	7%	6%	-2%	6%	3%	-1%	18%
O=C(Nc1ccc(F)cc1)C(c1cccc(F)c1)N1CCN(C(=O)c2ccco2)CC1 (stereo not given)	5%	-3%	-6%	4%	/	9%	?	/	-14%
CCOC(=O)CSc1nnc(CSc2nc(N)c3c(C)c(C)sc3n2)n1-c1ccccc1	3%	3%	-24%	17%	0%	3%	2%	-5%	11%
C#Cc1ccc([C@@H]2C=C(C(=O)OCC=C)O[C@H](OCC)[C@H]2CCCO)cc1	-14%	2%	-10%	?	5%	-1%	0%	?	-13%
Cc1ccsc1CNC12CC3CC(CC(C3)C1)C2	-8%	2%	10%	-28%	-1%	9%	0%	-2%	-13%
O=C(COC(=O)c1ccc(S(=O)(=O)NCc2ccco2)cc1)Nc1ccccc1	2%	-2%	18%	14%	-18%	14%	4%	-2%	18%
Cc1cccc(Nc2nc3c(S(=O)(=O)c4ccccc4)nnn3c3ccccc23)c1	-3%	11%	-12%	12%	3%	9%	-26%	-6%	1%
Cc1cccc(N=C2CCCC2C(=O)Nc2cccc(C)c2C)c1C (stereo not given)	3%	10%	-5%	-11%	7%	7%	12%	-5%	-5%
O=C(NCCCn1ccnc1)c1noc2c1CCc1ccccc1-2	0%	5%	-6%	1%	3%	-1%	-13%	-1%	-16%
NC(=S)N/N=C1\CC(n2nnnc2-c2ccccc2)C2COC1O2 (stereo not given)	-13%	-6%	-26%	-9%	-6%	-9%	29%	5%	8%
CCN1C(C(=O)c2ccccc2)=C(NC(=O)c2ccc(Cl)cc2)c2ccccc2S1(=O)=O	-27%	/	16%	2%	/	/	?	/	-9%
COc1cccc(NS(=O)(=O)c2ccc3c(c2)CC(=O)N3)c1	1%	1%	1%	12%	0%	2%	15%	?	2%
Cc1ccc(/C=N/n2c(C3CCCCC3)n[nH]c2=S)o1	-18%	-3%	-6%[1.53 µM]	-1%	5%	0%	-11%	1%	20%
CCN(CC)S(=O)(=O)c1ccc2oc(C(=O)NCC3COc4ccccc4O3)c(C)c2c1 (stereo not given)	-19%	-30%	-16%	?	4%	?	?	15%	22%
CC(=O)Nc1ccc(NC(=O)CSc2nc(=O)n(Cc3ccncc3)c3c2CCC3)cc1	3%	-1%	-4%	24%	11%	0%	0%	-201%[inhibitor]	-13%
CC(=O)Nc1ccc(/C(C)=N/NC(=O)CN(c2ccccc2Br)S(C)(=O)=O)cc1	-4%	22%	6%	14%	2%	18%	8%	1%	19%
COc1ccc(CNC(=O)CN(Cc2ccco2)C(=O)CNS(=O)(=O)c2ccc(C)cc2)cc1	?	-3%	1%	14%	15%	3%	22%	3%	-3%
CSC(=CC(=O)c1ccccc1)SC	-7%	1%	0%	-13%	0%	-1%	?	-2%	-19%
CC1CN=C(N(C(=O)Nc2ccccc2)C(C)c2ccccc2)S1 (stereo not given)	1%	0%	-7%	-18%	11%	12%	3%	-4%	3%
COc1ccccc1/C=C/C(=O)OCC(=O)NC1CCS(=O)(=O)C1 (stereo not given)	16%	7%	8%	-8%	3%	12%	-19%	-1%	12%
COc1cccc(OCC(O)CN2CCN(CCN3C(=O)c4cccc5cccc(c45)C3=O)CC2)c1 (stereo not given)	-1%	-28%	-24%	?	5%	?	?	?	-26%[9.22 µM]
O=C(O)c1cccnc1	0%	0%	1%	6%	?	-2%	5%	1%	1%
CCOc1ccccc1OCCOCCOc1c(Cl)cccc1Cl	-13%	16%	41%[activator]	?	2%	15%	-22%	2%	14%
O=C(Cn1nc(-c2ccccc2)ccc1=O)N1CCCCC1	14%	6%	-3%	1%	10%	-1%	5%	1%	-11%
Cc1n[nH]c(=O)n(N=Cc2cccs2)c1=O	16%	2%	3%	-17%	-5%	0%	1%	/	11%
C=CC[C@H](CC(=O)OC(C)(C)C)C(=O)OC[C@@H]1CCCN1C(=O)[C@@H](CC=C)CC(=O)N[C@H](CO)Cc1ccccc1	20%	3%	-5%	3%	0%	12%	0%	-3%	17%
CN1/C(=C\C(=O)COC(=O)c2ccc([N+](=O)[O-])o2)C(C)(C)c2ccccc21	-1%	1%	-18%[0.307 µM]	-30%[0.307 µM]	-3%	3%	2%	-4%	-88%[inhibitor]
CSCCC(NS(=O)(=O)c1ccc2[nH]c(=O)c(=O)[nH]c2c1)C(=O)O (stereo not given)	-4%	0%	11%[7.66 µM]	21%[7.66 µM]	-1%	11%	-10%	-1%	0%
O=C(CCNS(=O)(=O)c1ccc2c(c1)CCN2C(=O)C1CC1)N1CCN(c2cccc(C(F)(F)F)c2)CC1	?	/	2%	?	14%	/	0%	/	16%
COc1ccc(C(=O)NC(C)c2nnc(SCC(=O)NC3CCCC3)n2C)cc1 (stereo not given)	0%	12%	2%	-13%	8%	12%	0%	-12%	-17%
COc1ccc(NC(=O)CSc2nnc(NC(=O)C3CC3)s2)cc1OC	0%	2%	-7%	6%	2%	12%	?	-9%	14%
CCN(CC)S(=O)(=O)c1ccc(N2CCCC2)c(NC(=O)C2CCCCC2)c1	-1%	-2%	-8%	-25%	-1%	14%	6%	-1%	9%
O=c1cc(-c2ccccc2)[nH]n1-c1nc2ccccc2s1	?	?	-2%	12%	-17%	?	?	3%	16%
CCc1cccc(C)c1NC(=O)CN1C(=O)NC(CCc2ccccc2)C1=O (stereo not given)	-6%	3%	-6%	-14%	9%	0%	5%	6%	-5%
O=C(/C=C/c1cccc([N+](=O)[O-])c1)N(c1ccccn1)c1ccccn1	-5%	-4%	4%	9%	2%	1%	-9%	-4%	6%
CC1(C)C(=O)OC(c2ccco2)C(C)(C)C1=O (stereo not given)	-3%	1%	16%	2%	-2%	-4%	31%	3%	5%
COc1ccc(C(=O)c2oc3ccccc3c2NC(=O)c2cccc(OC)c2)cc1	9%	/	-18%	?	/	/	-4%	/	4%
